From PubChem BioAssay
KOR beta-arrestin-1 = kappa opioid receptor activators – cell-based, luminescence, uHTS, primary screen (AID 1777); activation, % at 10 µM; hits with a dose series show EC50 in µM; KOR beta-arrestin recruitment, luminescence; higher % means a stronger effect; 280,000 compounds, 0.02% hits; in the data active = activation above about 50%, passing the limit was not always enough; also: a part of the inactive calls stands beside numbers as strong as those of hits
T cell HTS = T cell immune modulators affecting CD8 T cell-vesicle binding | 2C CD8+ T cell-vesicle binding, flow cytometry; stronger effect = lower value | calls only at 7 µM | 330,000 compounds, 0.068% hits;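 active = response, share of CD8 T cells binding vesicles, and their 90th percentile fluorescence all below set limits, cut at about 80% in these data, passing the limit was not always enough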
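Test system: purified 2C TCR transgenic mouse naive CD8+ T cells. Probe or stimulus: QL9-peptide-loaded Drosophila micro-vesicles bearing Ld, ICAM-1 and B7-1. Incubation: binding step 1.5 h, 37 °C, antibody labelling 20 min, ice. Measured by: flow cytometry of vesicle-bound cells.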
GPR55 activation = GPR55 agonists via beta-arrestin recruitment, primary screen, imaging, U2OS cells, beta-arrestin-GFP redistribution (AID 1961). U2OS GPR55 beta-arrestin-GFP redistribution imaging; higher % means a stronger effect. one-dose activation, % at 10 µM; EC50 in µM for titrated hits. 290,000 compounds, 0.048% hits;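 active = activation above 40% with more than 50 cells counted in the well; inconclusive = wells holding fewer than 50 cells, flagged as toxic or sparse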;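 also: U2OS osteosarcoma cells stably expressing GPR55 and beta-arrestin-GFP; plate controls were DMSO negative control for no effect and LPI positive control for full effect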
GPR55 antagonists = inhibition of LPI-stimulated GPR55 beta-arrestin translocation – imaging, U2OS, beta-arrestin-GFP, LPI agonist, primary screen (AID 2013); 290,000 compounds, 0.13% hits; inhibition, % at 10 µM; hits with a dose series show IC50 in µM; U2OS GPR55 beta-arrestin-GFP translocation imaging, LPI antagonism; higher % means a stronger effect;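 active = spots per cell inhibited over 60%, with over 100 cells counted and total cytoplasm intensity under 500,000; inconclusive = wells with under 100 cells, flagged as likely toxic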;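 also: U2OS cells stably carrying GPR55 and arrestin-GFP stimulated by 5 µM LPI near EC80; imaged beta-arrestin-GFP aggregate spots per cell after agonist stimulation; plate controls were LPI-stimulated DMSO wells for no effect and DMSO wells without LPI for full effect; some results filed as inactive read as strong as hits; confirmed hits need IC50 under 10 µM and bright autofluorescent wells are also inconclusive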
NOD2 inhibition = NOD2 signaling inhibitors, cell-based, luminescence, uHTS, HEK293 (AID 1566); HEK293 NOD2/NF-kB luciferase reporter, luminescence; higher % means a stronger effect; 290,000 compounds, 0.63% hits; inhibition, % at 4 µM; hits with a dose series show EC50 in µM; also: many of its hits are not listed in these tables
KOR beta-arrestin-2 = KOR antagonists, beta-arrestin recruitment, cell-based, luminescence, uHTS (AID 1778); KOR beta-arrestin recruitment, luminescence, antagonist mode; higher % means a stronger effect; one-dose inhibition, % at 10 µM; IC50 in µM for titrated hits; 290,000 compounds, 0.091% hits; also: strong numbers were not always called active
NOD1 NF-kB reporter = NOD1 signaling inhibitors, primary screen, cell-based, luminescence, uHTS (AID 1578). NOD1-driven NF-kB luciferase reporter cells, luminescence; higher % means a stronger effect. one-dose inhibition, % at 4 µM; EC50 in µM for titrated hits. 290,000 compounds, 1% hits; in the data active = inhibition mostly above about 36%, no sharp cut-off; inactive = mostly below about 34%;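 also: HEK-293T reporter cells stimulated with the NOD1 agonist gamma-tri-DAP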
Myeloid diff 2 = promotes myeloid progenitor differentiation; 360,000 compounds, 1% hits; ER-HoxA9 myeloid progenitors, lysozyme-GFP differentiation, flow cytometry; calls only at 10 µM; AID 624256;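 active = normalized GFP-positive differentiation at or above the plate's own cutoff, the solvent-only control mean plus 3 SD; inconclusive = no clear call, values can overlap the other calls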;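 also: cells exposed to compound for four days before flow analysis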
NTR1 ag = NTR1-driven beta-arrestin-GFP spot formation – imaging, U2OS cells, high content, primary screen (AID 493036) | P30989 | agonist mode | activation, % at 20 µM | 330,000 compounds, 0.17% hits;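 active = activation at or above 40% of the spot to cytoplasm intensity ratio, with at least 20 cells analyzed; inconclusive = wells under 20 cells, flagged as cytotoxic or low count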;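 also: 0% = DMSO without peptide and 100% = 100 nM NTR1 peptide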
Target sequence (P30989 whole entry, looked up): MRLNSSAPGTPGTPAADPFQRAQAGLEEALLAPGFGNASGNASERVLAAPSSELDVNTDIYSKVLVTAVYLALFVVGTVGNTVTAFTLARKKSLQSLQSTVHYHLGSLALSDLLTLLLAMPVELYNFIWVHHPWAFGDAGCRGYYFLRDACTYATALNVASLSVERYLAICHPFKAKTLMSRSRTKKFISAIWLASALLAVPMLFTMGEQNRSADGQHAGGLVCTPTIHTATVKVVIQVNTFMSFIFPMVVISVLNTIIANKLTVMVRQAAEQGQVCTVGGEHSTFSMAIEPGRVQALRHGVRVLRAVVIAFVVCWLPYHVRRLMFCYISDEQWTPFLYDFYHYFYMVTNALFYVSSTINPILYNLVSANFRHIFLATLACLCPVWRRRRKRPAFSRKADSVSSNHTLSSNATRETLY
T cell HTS vesicle-bound % = recorded beside T cell HTS, whose call it bears; double positive events, %; measured here: CD8+ vesicle-bound cell fraction;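 binding gate set so that unloaded-vesicle control wells show 10% double positive cells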
NTR1 ag cell count 20 µM = also measured in NTR1 ag; calls as there; cell count; measured here: cell count, cytotoxicity flag
Myeloid diff 2 GFP+ MAC1+ % = also measured in Myeloid diff 2; calls as there; GFP+ MAC1+ double positive, %; measured here: differentiation confirmed by MAC1 staining
* marks the source's active call; other numbers are inactive results; i = inactive; ? = inconclusive; . = not tested or not shown; & = joins results of further samples; [ ] = dose if it differs, or a comment. Rule as the data show it, unless noted: active = inhibition above about 50%; inactive = the rest. This is a subset. The share of hits here may be higher or lower than overall.

SMILES	KOR beta-arrestin-1	T cell HTS	T cell HTS vesicle-bound %	GPR55 activation	GPR55 antagonists	NOD2 inhibition	KOR beta-arrestin-2	NOD1 NF-kB reporter	Myeloid diff 2	Myeloid diff 2 GFP+ MAC1+ %	NTR1 ag	NTR1 ag cell count 20 µM
C/C(=N\Nc1c(Cl)c(Cl)nc(C(=O)O)c1Cl)c1ccc(O)cc1	-2.2%	i	25	0.0%	-5%	-4%	-38%	-27%	i	0.7	1.6	55
COc1ccc2nc(SCC(=O)Nc3cc(C)on3)[nH]c2c1	-3.5%	i	41	-0.1%	8%	25%	-11%	10%	i	8.5	0.2	47
COc1ccccc1NC(=O)COc1ccccc1	-8.3%	i	48	0.3%	1%	-2%	5%	-32%	i	0.7	3.6	53
Cc1nc2sc3c(NCc4ccco4)ncnc3c2c2c1COC(C)(C)C2	-2.0%	i	33	1.1%	8%	27%	-4%	20%	.	.	3.6	28
CC(C)NC(=O)COC(=O)c1cc(=O)[nH]c2ccccc12	4.9%	i	14	-0.1%	.	7%	-27%	11%	i	5.9	-1.7	65
Cc1oc(C(=O)O)cc1CSCc1cc(C(=O)O)c(C)o1	-4.2%	i	17	0.8%	-5%	-11%	6%	-16%	i	0.5	0.8	53
O=C(c1ccccc1)N(CCN1CCOCC1)C1(C(=O)Nc2ccccc2)CCCCC1	-9.3%	i	30	0.2%	.	-2%	30%	5%	i	1.2	-1.6	44
N#CCCN1CCN(S(=O)(=O)c2ccc3c(c2)OCCCO3)CC1	-2.9%	i	42	-0.1%	0%	-4%	-38%	10%	i	0.8	-1.2	41
Cc1cccc(/C=C(\C(=O)C(=O)O)c2ccc3ccccc3n2)c1	-1.5%	i	44	0.0%	1%	-100%	10%	-63%	i	0.1	1.8	107
O=c1c(N2CCOCC2)c(N2CCOCC2)c1=O	3.2%	i	36	-0.1%	-7%	6%	-22%	11%	i	0.4	-0.3	50
O=C(Nc1cc2ccccc2oc1=O)c1ccccc1	-4.9%	i	64	0.3%	-4%	18%	22%	22%	i	0.1	-0.6	39
CN(CCO)C(=O)c1c(NC(=O)c2ccccc2)sc2c1CCCC2	-1.3%	i	33	-0.1%	9%	22%	-57%[20 µM]	5%	i	0.7	0.4	52
CS(=O)(=O)N(CC(=O)NCc1ccc2c(c1)OCO2)c1cccc(Cl)c1	-0.8%	i	35	-0.2%	7%	7%	6%	-18%	i	0.5	-0.3	86
O=S(=O)(Nc1ccc2c(c1)OCCO2)c1c(F)cccc1F	-7.1%	i	9	-0.2%	1%	13%	8%	-17%	i	0.3	0.2	47
COc1ccccc1OS(=O)(=O)c1ccc(NC(C)=O)cc1	1.8%	i	29	-0.1%	-14%	31%	-53%[20 µM]	7%	i	0.3	0.4	72
CSCc1cc(N2CCOCC2)nc(SCc2ccc(Cl)cc2Cl)n1	6.7%	i	24	-0.1%	1%	4%	-9%	21%	i	6.0	7.3	59
O=C(Nc1cc(-c2ccccc2)[nH]n1)c1ccc(Cl)cc1	8.3%&5.0%	i	25	0.2%&-0.1%	6%&9%	-98%&-108%	18%&-15%	-2%&5%	?	.	2.2	47
Cc1ccccc1-n1ncc2c1CC(C)(C)CC2NC(=O)CCC(F)(F)F (stereo unspecified)	-2.3%	i	58	-0.2%	-9%	-5%	-8%[20 µM]	0%	i	0.6	1.5	54
CN(C)CCCN1CC(=O)N2[C@@H](Cc3c([nH]c4ccccc34)C2(C)C)C1=O	-1.9%	i	55	0.0%	6%	8%	24%	-3%	i	0.6	-0.6	81
CC(=O)Nc1ccc2c(c1)ncn2C	-0.6%	i	45	0.0%	6%	9%	3%	-23%	i	0.9	-1.0	84
CCOC(=O)CC1COc2ccccc2N1C(=O)c1cccc([N+](=O)[O-])c1 (stereo unspecified)	-2.9%	i	28	-0.1%	7%	10%	-4%	-4%	i	0.4	-2.0	82
COc1cc(SC)ccc1C(=O)NCCNC(=O)c1nonc1N	0.1%	i	51	0.5%	6%	-5%	-11%	-22%	i	0.5	0.5	36
COc1ccccc1NC(=O)CNC(=O)c1ccc(F)cc1	4.1%	i	41	0.2%	-8%	2%	-11%	-21%	i	0.5	0.5	58
Cn1cnnc1SCC(=O)Nc1ccc2nc(SCc3ccccc3F)sc2c1	0.7%	i	35	0.0%	-4%	-95%	-51%	-42%	i	1.9	0.3	49
O=C(CN1CCOCC1)Nc1nc2ccc(Br)cc2s1	3.5%	i	26	0.0%	-8%	-27%	-37%	-35%	i	0.6	0.5	84
O=C(COc1ccccc1Cl)Nc1ccc(NC(=O)c2ccco2)cc1	-2.1%	i	20	0.3%	7%	6%	-74%	4%	i	1.2	1.0	52
COc1ccc(-n2cc(-c3ccccc3)[n+]3c2CCCCC3)cc1	-1.6%	i	65	-0.1%	0%	8%	-6%	6%	i	0.2	-0.1	54
CN(C)CCCNc1nc(-c2ccc(Cl)cc2)nc2ccccc12	-0.2%	i	49	0.1%	-4%	14%	-68%[20 µM]	0%	i	0.7	1.2	66
COC(=O)c1cc(NC(=O)c2ccc(OC)cc2)c(=O)oc1C	1.3%	i	56	-0.2%	5%	4%	-32%	-49%	i	0.2	-0.8	39
Cc1ccc(S(=O)(=O)NCCC(=O)NCc2ccco2)cc1	3.1%	i	8	-0.1%	3%	1%	24%	-32%	i	0.1	1.1	63

Filtered by structure, the entries above with an NH in an aromatic ring (four)
SMILES	KOR beta-arrestin-1	T cell HTS	T cell HTS vesicle-bound %	GPR55 activation	GPR55 antagonists	NOD2 inhibition	KOR beta-arrestin-2	NOD1 NF-kB reporter	Myeloid diff 2	Myeloid diff 2 GFP+ MAC1+ %	NTR1 ag	NTR1 ag cell count 20 µM
COc1ccc2nc(SCC(=O)Nc3cc(C)on3)[nH]c2c1	-3.5%	i	41	-0.1%	8%	25%	-11%	10%	i	8.5	0.2	47
CC(C)NC(=O)COC(=O)c1cc(=O)[nH]c2ccccc12	4.9%	i	14	-0.1%	.	7%	-27%	11%	i	5.9	-1.7	65
O=C(Nc1cc(-c2ccccc2)[nH]n1)c1ccc(Cl)cc1	8.3%&5.0%	i	25	0.2%&-0.1%	6%&9%	-98%&-108%	18%&-15%	-2%&5%	?	.	2.2	47
CN(C)CCCN1CC(=O)N2[C@@H](Cc3c([nH]c4ccccc34)C2(C)C)C1=O	-1.9%	i	55	0.0%	6%	8%	24%	-3%	i	0.6	-0.6	81

Later entries.
SMILES	KOR beta-arrestin-1	T cell HTS	T cell HTS vesicle-bound %	GPR55 activation	GPR55 antagonists	NOD2 inhibition	KOR beta-arrestin-2	NOD1 NF-kB reporter	Myeloid diff 2	Myeloid diff 2 GFP+ MAC1+ %	NTR1 ag	NTR1 ag cell count 20 µM
Cc1cccc(N(CC(=O)NCc2ccc(F)cc2)C(=O)c2ccco2)c1	6.9%	i	63	-0.4%	-10%	0%	-41%	-21%	i	0.9	-1.8	39
COc1ccc(N/N=C(\C#N)C(=O)NCCc2ccc(OC)c(OC)c2)cc1	1.4%	i	37	1.3%	-6%	-23%	16%	-12%	i	1.0	2.3	73
Fc1ccc(-c2ccc(CNCc3ccccn3)o2)cc1Cl	-2.9%	i	50	-0.1%	11%	-18%	-25%[20 µM]	-41%	i	1.1	-0.6	54
O=C(Nc1ccccc1)c1ccc(S(=O)(=O)NCc2cccnc2)cc1	-1.4%	i	26	-0.1%	2%	30%	-10%	19%	i	2.9	-0.5	54
CC1S/C(=N\N=C\c2cccc([N+](=O)[O-])c2)N(C(C)(C)C)C1=O (stereo unspecified)	4.8%	i	22	0.2%	1%	-14%	1%	-10%	i	0.5	-0.3	63
Cn1c(SCC(=O)NCC2CCCO2)nc2c(c1=O)SCC2 (stereo unspecified)	2.6%	i	16	-0.2%	10%	-2%	-26%	-12%	i	2.8	-1.4	55
Cc1ccc(NCCC#N)cc1C	11%	i	24	-0.3%	10%	-19%	-36%	-33%	i	1.8	2.4	71
CCOC(=O)c1c(NC(=O)COC(=O)CNC(=O)c2ccco2)sc(C)c1C	2.3%	i	22	0.4%	-11%	7%	15%	-28%	i	0.6	1.0	73
O=C(CCSc1nc2ccccc2o1)N1CCOCC1	-2.2%	i	14	0.3%	-6%	-12%	26%	-38%	i	1.1	-1.4	58
COc1cc(NC(=O)CN2CCN(c3ccccc3O)CC2)c(C)cc1[N+](=O)[O-]	15%	i	22	0.4%	2%	-6%	-3%	-1%	i	0.4	-0.2	35
CCOC(=O)C1CCCN(C(=O)c2cnn3c(C(F)F)cc(-c4ccc(C)cc4)nc23)C1 (stereo unspecified)	3.9%	i	42	0.2%	-5%	-2%	-74%	3%	i	0.7	1.6	56
O=C(Nn1c(C2CCC2)nc2ccccc2c1=O)c1cccs1	-4.7%	i	44	-0.3%	6%	15%	13%	-2%	i	1.1	-0.5	39
CCOC(=O)c1c(NC(=O)CSc2nnc(C)s2)sc2c1CCN(C)C2	3.0%	i	52	-0.2%	11%	-6%	14%	-24%	i	2.2	-1.2	40
CCCCN(CC)Cc1c(C)[nH]c2ccccc2c1=O	-3.0%	i	45	0.4%	9%	15%	2%	5%	i	1.5	-2.0	58

6 records picked at random from the list so far, as already listed:
SMILES	KOR beta-arrestin-1	T cell HTS	T cell HTS vesicle-bound %	GPR55 activation	GPR55 antagonists	NOD2 inhibition	KOR beta-arrestin-2	NOD1 NF-kB reporter	Myeloid diff 2	Myeloid diff 2 GFP+ MAC1+ %	NTR1 ag	NTR1 ag cell count 20 µM
CCOC(=O)c1c(NC(=O)CSc2nnc(C)s2)sc2c1CCN(C)C2	3.0%	i	52	-0.2%	11%	-6%	14%	-24%	i	2.2	-1.2	40
O=C(Nc1cc(-c2ccccc2)[nH]n1)c1ccc(Cl)cc1	8.3%&5.0%	i	25	0.2%&-0.1%	6%&9%	-98%&-108%	18%&-15%	-2%&5%	?	.	2.2	47
O=C(c1ccccc1)N(CCN1CCOCC1)C1(C(=O)Nc2ccccc2)CCCCC1	-9.3%	i	30	0.2%	.	-2%	30%	5%	i	1.2	-1.6	44
COc1ccc(N/N=C(\C#N)C(=O)NCCc2ccc(OC)c(OC)c2)cc1	1.4%	i	37	1.3%	-6%	-23%	16%	-12%	i	1.0	2.3	73
COc1ccccc1NC(=O)CNC(=O)c1ccc(F)cc1	4.1%	i	41	0.2%	-8%	2%	-11%	-21%	i	0.5	0.5	58
CC(=O)Nc1ccc2c(c1)ncn2C	-0.6%	i	45	0.0%	6%	9%	3%	-23%	i	0.9	-1.0	84
